Screening results (PubChem)
Tat transport: E. coli Tat export inhibitors, primary screen, MC4100, TorA-mCherry reporter, fluorescence, single point; inhibition, % at 10 µM; AID 488895, 2010; hit rate 0.036% among 340,000;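 active = mean replicate inhibition at least 50% and at least half of replicates individually reaching 50%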;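 note: exported cargo escapes ClpAP degradation while cytoplasmic cargo is degraded and loses fluorescence; 0% = median of neutral control wells and 100% = median of NaSCN control wells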
CAL PDZ FP: CAL PDZ peptide-binding inhibitors, primary screen, biochemical, fluorescence polarization, Cer-tagged CAL PDZ, HTS | Golgi-associated PDZ and coiled-coil motif-containing protein (Homo sapiens), Q9HD26 | purified CAL PDZ, TMR-peptide fluorescence polarization, 1 h | inhibition, % at 20 µM | hit rate 0.02% among 330,000;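 active = highest replicate inhibition of at least 40%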;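 note: plate controls were DMSO neutral control wells for no effect and unlabeled competitor peptide control wells for full effect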
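Material: tagged CAL PDZ domain; buffer or medium: 25 mM sodium phosphate pH 7.4, 150 mM NaCl, TCEP, IgG, Thesit; compound dosing: single point, 20 µM; schedule: 1 h incubation at room temperature before polarization reading; measured by: FP readout, S and P plane fluorescence; read-out basis: percent inhibition from loss of millipolarization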
phage Ecoli inh: growth loss of phage-infected E. coli, primary screen, RecBCD inhibitor project, absorbance, with phage, HTS; hit rate 0.26% among 360,000; inhibition, % at 11.9 µM; AID 651602, 2012; in the data active = inhibition above about 11%
PfHsp90 set2: growth inhibition of PfHsp90-expressing yeast, primary screen, antimalarial PfHsp90 inhibitor project, S. cerevisiae, BacTiter-Glo luminescence, single point, set 2. BacTiter-Glo ATP, 48 h; yeast lacking PDR1 and PDR3 efflux regulators. inhibition, % at 9.4 µM. hit rate 0.32% among 310,000;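 active = every replicate shows inhibition above about 80%, whatever the replicate mean, limit read from the data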;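 note: 0% = DMSO neutral controls and 100% = 20 µM radicicol positive controls; yeast relying on Plasmodium falciparum Hsp90 in place of its own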
PvdQ inh: P. aeruginosa PvdQ acylase inhibitors, primary screen, biochemical, fluorescence, plate reader and imaging, single point; PvdQ acylase [Pseudomonas aeruginosa LESB58]; purified PvdQ acylase; inhibition, % at 10 µM; hit rate 0.063% among 340,000; AID 488965, 2010; in the data active = inhibition above about 30%, passing the limit was not always enough;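 note: 0% = vehicle neutral wells and 100% = reference inhibitor wells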
Wnt act: Wnt/beta-catenin pathway activators, primary screen, cell-based, plate reader, single point; activation, % at 9.35 µM; Wnt/beta-catenin reporter cell assay, activator; hit rate 1.2% among 300,000; in the data active = activation above about 30%, passing the limit was not always enough;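 note: 0% = neutral control wells and 100% = positive control wells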
AddAB inh: growth inhibition of E. coli expressing H. pylori AddAB, primary screen, AddAB inhibitor project, absorbance | AID 435030, 2010 | inhibition, % at 11.9 µM | hit rate 0.29% among 330,000; in the data active = inhibition above about 12%;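 note: 0% = vehicle wells of infected cells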
DAGLB inhibitor: DAGLB lipase inhibitors, primary screen, biochemical, fluorescence, HTS; AID 504411, 2011; Diacylglycerol lipase-beta (Homo sapiens), Q8NCG7; hit rate 0.059% among 340,000; inhibition, % at 5.17 µM; HEK293T DAGLB membrane lysate, EnzChek fluorogenic substrate; in the data active = inhibition above about 34%;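 note: 0% = enzyme with vehicle and 100% = wells lacking enzyme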
Target sequence (Q8NCG7 whole entry, looked up): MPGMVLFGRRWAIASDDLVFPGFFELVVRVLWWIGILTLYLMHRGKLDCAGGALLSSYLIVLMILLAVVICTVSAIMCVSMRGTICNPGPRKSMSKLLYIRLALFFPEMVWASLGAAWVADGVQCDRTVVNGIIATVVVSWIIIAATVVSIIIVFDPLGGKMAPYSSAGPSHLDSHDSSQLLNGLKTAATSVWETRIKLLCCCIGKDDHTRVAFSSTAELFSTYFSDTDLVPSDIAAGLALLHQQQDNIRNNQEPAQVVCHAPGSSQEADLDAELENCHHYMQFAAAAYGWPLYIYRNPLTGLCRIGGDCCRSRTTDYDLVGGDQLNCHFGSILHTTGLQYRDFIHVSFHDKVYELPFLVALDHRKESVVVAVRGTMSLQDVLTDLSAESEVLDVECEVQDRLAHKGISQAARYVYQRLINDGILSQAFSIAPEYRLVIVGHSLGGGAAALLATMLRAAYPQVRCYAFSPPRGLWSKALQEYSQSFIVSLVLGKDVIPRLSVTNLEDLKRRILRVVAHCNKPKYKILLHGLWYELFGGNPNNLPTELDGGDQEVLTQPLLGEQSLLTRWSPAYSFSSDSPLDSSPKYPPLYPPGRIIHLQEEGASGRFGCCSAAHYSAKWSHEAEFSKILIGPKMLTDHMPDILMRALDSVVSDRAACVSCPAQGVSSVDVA
Rtt109 HAT inh: inhibitors of C. albicans Rtt109/Vps75 HAT, primary screen, biochemical, ThioGlo CoA-SH fluorescence, plate reader; AID 540336, 2011; purified Rtt109/Vps75, 4 h; inhibition, % at 34.9 µM; Histone acetyltransferase RTT109 (Candida albicans (strain SC5314 / ATCC MYA-2876)), …; hit rate 0.16% among 330,000;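 active = inhibition of at least 50% in every replicate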
Target sequence (Q5AAJ8 whole entry, looked up): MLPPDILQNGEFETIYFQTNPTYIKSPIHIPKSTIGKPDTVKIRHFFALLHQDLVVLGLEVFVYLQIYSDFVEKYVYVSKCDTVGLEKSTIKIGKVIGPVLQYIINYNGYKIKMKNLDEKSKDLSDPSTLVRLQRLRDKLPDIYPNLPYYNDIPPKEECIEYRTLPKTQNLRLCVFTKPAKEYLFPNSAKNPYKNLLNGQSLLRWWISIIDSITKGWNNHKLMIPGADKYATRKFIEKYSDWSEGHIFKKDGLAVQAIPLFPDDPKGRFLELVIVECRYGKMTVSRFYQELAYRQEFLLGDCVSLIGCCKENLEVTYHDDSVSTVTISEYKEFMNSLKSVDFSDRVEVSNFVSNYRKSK
E coli growth: E. coli V3065 growth inhibition, primary screen, counter-screen for AddAB inhibitor project, absorbance, OD600; 18 h; inhibition, % at 11.9 µM; hit rate 0.27% among 330,000; AID 449728, 2010;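 active = inhibition above the campaign's mean inhibition across all tested compounds plus 3 SD, cut at about 9.9% in these data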;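 note: uninfected addAB+ strain grown without phage in ampicillin broth; 0% = DMSO wells and 100% = ciprofloxacin 0.95 µg/ml wells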
* marks the source's active call; other numbers are inactive results; . = no result given.

SMILES | Tat transport | CAL PDZ FP | phage Ecoli inh | PfHsp90 set2 | PvdQ inh | Wnt act | AddAB inh | DAGLB inhibitor | Rtt109 HAT inh | E coli growth
N#C/C(=C\c1cccc([N+](=O)[O-])c1)c1nnc2n1CCCCC2 | -2.0 | -0.5 | 1.2 | 5.7 | -19.4 | . | 3.2 | -0.5 | -18.7 | -1.2
O=C(CSC1=NS(=O)(=O)c2cc(Cl)ccc2N1)Nc1ccccc1C(F)(F)F | 2.8 | -2.1 | -0.5 | 6.1 | -4.0 | -0.5 | 0.9 | 9.8 | -6.5 | 3.8
O=C(CCS(=O)(=O)c1ccccc1)Nc1nc2c(s1)CCCC2 | 7.4 | 0.2 | 2.8 | 4.3 | 0.3 | 13.9 | -2.6 | 1.1 | 5.8 | 1.7
COc1ccc(S(=O)(=O)NCCSC(C)(C)C)cc1 | 4.0 | -0.5 | 2.3 | -31.1 | -16.4 | 3.2 | 1.2 | -0.8 | 10.9 | -0.4
CCOC(=O)C1CCCN(C(=O)Cc2ccc(Cl)cc2)C1 (configuration not stated) | 0.8 | 0.6 | 3.1 | . | -11.3 | . | 1.5 | -1.3 | 11.0 | -2.0
COc1ccccc1N(C)S(=O)(=O)c1ccc(C(=O)OC(C)C(=O)NCc2ccc3c(c2)OCO3)cc1 (configuration not stated) | 4.5 | -0.5 | 1.2 | 11.0 | -7.5 | 1.7 | -1.0 | -2.4 | 7.0 | 1.2
Cc1ccc(-n2nc3c(c2NC(=O)c2ccc4c(c2)OCO4)CS(=O)C3)c(C)c1 (configuration not stated) | -13.4 | -2.8 | -0.8 | . | -6.9 | 0.1 | 5.0 | -1.0 | -1.5 | -1.4
O=C(CSc1nc(=O)n2ccccc2n1)NCc1ccccc1 | -1.4 | -1.2 | 5.4 | . | 6.9 | -0.5 | -0.8 | -2.8 | 22.4 | -2.0
CCOCCSc1nnc2nc(C)cc(C)n12 | -2.1 | -0.1 | 2.2 | 8.1 | -11.0 | . | 3.0 | -2.6 | -11.6 | -2.2
Nc1ncc(-c2ccccc2)c(-c2ccc(OCc3ccccc3)cc2O)n1 | 7.4 | -0.7 | 1.5 | 1.1 | -5.8 | -1.8 | 0.3 | 0.3 | -1.5 | 2.0
Cc1cccc(NC(=O)C2CCCN(c3nc(C)cc(C)n3)C2)c1 (configuration not stated) | -4.5 | -0.5 | . | 6.9 | -1.7 | -2.9 | 0.4 | -3.5 | -7.3 | 0.7
C=CCOC(=O)C1=C[C@@H](c2cn(C(C)=O)c3ccccc23)C[C@@H](OCc2ccc(CO)cc2)O1 | 6.5 | -2.3 | 4.1 | 23.2 | -16.0 | -4.0 | 1.9 | -1.7 | 0.3 | -2.9
CSc1ncccc1C(=O)Nc1cccc(S(=O)(=O)N2CCCCC2)c1 | -2.8 | -2.2 | -1.1 | 5.9 | -13.9 | -0.9 | -1.1 | 0.3 | 4.7 | -2.1
O=C(O)Cc1ccc(NC(=O)c2ccc3c(c2)C(=O)N(CC2CCCO2)C3=O)cc1 (configuration not stated) | -2.0 | 2.4 | 0.3 | 12.0 | -15.7 | -0.1 | 2.7 | -0.7 | -11.3 | 0.8
CCCCSc1nnc(CNC(=O)C23CC4CC(CC(C4)C2)C3)n1Cc1ccccc1 | 16.1 | -0.6 | -1.7 | -14.7 | -7.7 | -2.1 | 1.7 | -1.8 | 21.1 | -0.3
O=c1oc2cc(Br)ccc2n1Cc1ccccc1 | 3.7 | 0.5 | 1.5 | -16.5 | -3.5 | -0.2 | 3.0 | -10.7 | 3.2 | 1.2
CC1(C)CC(=O)C([N+](=O)[O-])=C(NCCCC(=O)O)C1 | -2.1 | 0.3 | -0.9 | -2.1 | -1.6 | . | 2.1 | 0.5 | 4.7 | 0.3
CC(C)Cc1nc2oc3c(NCCCN4CCOCC4)ncnc3c2c2c1CCC2 | -0.5 | -2.0 | 1.8 | 28.2 | -11.0 | . | 2.4 | 2.0 | 3.5 | -0.2
O=C(NCc1ccccc1)c1cc(-c2ccco2)on1 | 2.5 | 0.4 | 3.9 | -24.1 | -11.6 | 8.9 | 1.7 | -16.0 | -2.8 | 1.1
O=C(CSc1nnc(CNC(=O)c2ccccc2)o1)Nc1ccc2c(c1)OCO2 | -8.2 | 0.6 | 1.7 | -1.9 | -1.5 | 2.8 | 2.6 | -1.1 | -3.5 | -0.2
O=C(Nc1ccc(C(=O)N2CCN(c3ccc(Cl)cc3)CC2)cc1)C1=CSCCO1 | 30.4 | -1.0 | -0.1 | 3.3 | -17.4 | -0.5 | -0.1 | 1.0 | 5.7 | -1.2
O=S(=O)(NCC(c1ccco1)N1CCc2ccccc21)c1ccccc1 (configuration not stated) | 9.5 | -1.9 | 1.3 | . | -12.4 | -5.5 | 0.8 | 0.7 | -0.4 | -0.9
CNC(=O)c1ccc(Nc2nnc(C)c3ccccc23)cc1 | -4.2 | 0.2 | 2.6 | 1.9 | 12.0 | . | 0.7 | 4.5 | 12.9 | -0.2
CC1CCCC(C)N1C(=O)COC(=O)c1ccc(F)c(S(=O)(=O)N2CCOCC2)c1 (configuration not stated) | 0.3 | -1.6 | -0.4 | -10.0 | -5.3 | -0.9 | 2.4 | -0.5 | -5.7 | -0.4
O=C(CSc1nc2ncc(Cl)cc2[nH]1)c1ccc2c(c1)OCO2 | . | . | 1.2 | . | . | -3.6 | 3.7 | . | . | 1.2
CC(C)Cn1c(NCCO)nc2ccccc21 | -2.3 | -0.4 | 3.1 | 37.8 | -11.8 | -4.5 | 2.9 | 2.5 | 0.4 | 0.8
CCOC(=O)N1CCN(CCC(=O)c2ccc(Cl)cc2)CC1 | -3.1 | -1.3 | 2.8 | -5.6 | 0.5 | . | 3.0 | 0.2 | -6.0 | -0.3
C#CCOCCOCCOCCNc1nc(N2CCN(C(=O)C([C@@H](C)CC)n3cc(C(N)Cc4ccc(O)cc4)nn3)CC2)nc(N2CCN(C(=O)[C@H](CCC(=O)O)n3cc(C(N)[C@H](C)CC)nn3)CC2)n1 (some centres not stated) | 8.3 | 1.3 | 2.5 | 2.8 | -14.6 | -1.7 | 3.0 | -0.2 | 15.3 | -2.4
CCc1ccc(NC(=O)Cn2nc(C(F)(F)F)c3c2CCC3)cc1 | -17.3 | -0.1 | 4.6 | -18.5 | 7.8 | -14.0 | 3.8 | -14.6 | 12.0 | 0.0
Oc1ccc(/C=N/Nc2cc(N3CCCC3)nc(N3CCCC3)n2)cc1O | -4.5 | -1.2 | 1.8 | -2.6 | -8.5 | -2.7 | 2.7 | 5.4 | 2.4 | -0.9
O=C(c1ccc(N2CCCC2=O)cc1)N1CCN(c2cccc(C(F)(F)F)c2)CC1 | 2.4 | -2.3 | 0.2 | . | 4.8 | -1.3 | . | 4.6 | -1.9 | .
CC(=O)c1cccc(NC(=O)CCNC(=O)c2cccc(C)c2)c1 | 4.4 | -1.1 | 3.1 | 19.2 | -3.8 | -0.9 | 2.5 | -1.3 | -10.5 | 0.6
CN(C)c1nc(NCc2ccccc2)nc(N/N=C/c2ccc(Br)cc2)n1 | -0.8 | -1.7 | 3.3 | 3.9 | 1.8 | -5.5 | -0.1 | -2.3 | . | 0.9
COc1ccc(CC2(CO)CCN(Cc3cccc(OC)c3OC)CC2)cc1 | -1.1 | -0.5 | -0.6 | . | -9.6 | 11.1 | -0.3 | -1.8 | -1.1 | -0.5
CCc1cc(=O)oc2cc(OCC(=O)N3CCC[C@H]3C(=O)O)ccc12 | 9.6 | 1.2 | 2.8 | 7.1 | 9.7 | -0.3 | 2.7 | -1.2 | 9.8 | -3.5
Cc1cccc(OCC(=O)O/N=C(\N)c2ccc(Cl)cc2)c1 | 1.6 | 0.1 | . | 13.4 | -3.0 | . | -0.9 | -7.7 | -26.5 | 1.1
Cc1ccccc1OCC(=O)Nc1sc(C(=O)Nc2cccc(C)c2C)c(C)c1C#N | -0.3 | -2.7 | . | -10.1 | -2.4 | -3.7 | 3.5 | 1.3 | -3.9 | -0.5
CCCNC(=O)C12CCC(C)(C(=O)C1Br)C2(C)C (configuration not stated) | -0.8 | 1.2 | 0.1 | 8.7 | -11.7 | . | 1.2 | 2.4 | 1.6 | -0.7
C[C@H](CO)N1C[C@H](C)[C@@H](CN(C)S(=O)(=O)c2ccccc2)Oc2ccc(NC(=O)Nc3ccc(C(F)(F)F)cc3)cc2C1=O | -0.9 | -2.4 | 4.1 | 13.5 | -8.1 | -3.1 | -0.5 | 3.3 | 9.0 | -0.7
CC(C)Nc1nnc(SC(C)C(=O)NCc2ccc3c(c2)OCO3)s1 (configuration not stated) | 4.1 | 0.5 | 4.0 | 2.9 | -15.7 | -8.5 | 0.2 | -1.0 | -3.8 | -1.5
O=C(CSc1nnc(SCc2ccccc2)s1)N/N=C/C=C\c1ccco1 | 5.1 | -1.7 | 3.2 | 10.1 | -11.0 | 1.6 | 2.3 | 4.4 | -1.1 | -0.8
COc1ccccc1N1CCN(C(=O)c2ccc3nc[nH]c3c2)CC1 | -0.7 | 1.0 | 2.5 | 12.2 | -15.0 | -1.1 | 0.8 | -1.9 | 4.3 | -1.0
COc1ccc(C2Nc3ccccc3NC3=C2C(=O)CC(C)(C)C3)cc1OC (configuration not stated) | 1.9 | -0.5 | 3.0 | 9.5 | -1.6 | 0.6 | 6.5 | 0.2 | 1.6 | 2.2
CCOc1ccc(NC(=O)CN(C)C(=O)c2c(-c3ccccc3Cl)noc2C)cc1OCC | 7.5 | -0.3 | 1.3 | -16.8 | -9.1 | -5.1 | -1.2 | -0.8 | -9.3 | 0.5
CCOc1cc(C)c(S(=O)(=O)N2CCCCC2)cc1C | 3.4 | -7.8 | 2.3 | 12.2 | -6.5 | -0.5 | 2.5 | -7.0 | -1.1 | 0.8
COc1ccccc1N1CCN(C(=O)C2CCN(C(=O)c3ccc(C(C)(C)C)cc3)CC2)CC1 | 6.4 | -1.1 | -0.9 | 2.9 | -17.9 | -0.7 | -1.8 | 2.7 | 2.5 | -1.0
CC1=C(C(=O)OCc2ccccc2)C(c2ccc([N+](=O)[O-])cc2)NC(=O)N1C (configuration not stated) | 5.4 | 0.2 | 2.3 | -2.6 | -10.6 | -1.5 | 1.0 | 4.1 | 1.8 | 1.3
S=C(NCc1ccccc1)NCc1cccc(Cl)c1 | 0.4 | -2.4 | 3.1 | -2.1 | -5.8 | -2.2 | . | -3.8 | -12.6 | .
O=C(Nc1ccccc1C(=O)O)c1ccc(Cl)c(S(=O)(=O)N2CCOCC2)c1 | -0.4 | 0.3 | 0.7 | -6.4 | -7.9 | . | 0.3 | 5.4 | 15.2 | 1.9

One compound at a time, from the list above. Order of screens: Tat transport	CAL PDZ FP	phage Ecoli inh	PfHsp90 set2	PvdQ inh	Wnt act	AddAB inh	DAGLB inhibitor	Rtt109 HAT inh	E coli growth
Listed for COc1ccc(C2Nc3ccccc3NC3=C2C(=O)CC(C)(C)C3)cc1OC (configuration not stated) : 1.9	-0.5	3.0	9.5	-1.6	0.6	6.5	0.2	1.6	2.2
Listed for O=C(CSc1nnc(SCc2ccccc2)s1)N/N=C/C=C\c1ccco1 : 5.1	-1.7	3.2	10.1	-11.0	1.6	2.3	4.4	-1.1	-0.8
